# High-throughput results (PubChem)
# STK33 kinase inh: human STK33 kinase inhibition; Q9BYT3; purified STK33, MBP phosphorylation, ADP-Glo luminescence; inhibition, % at 10 µM; 320,000 compounds, 0.073% hits; AID 2661;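 active = inhibition at or above 25%, using the most active replicate where run in duplicate; inactive = inhibition below 25%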
# Target sequence (Q9BYT3 whole entry, looked up): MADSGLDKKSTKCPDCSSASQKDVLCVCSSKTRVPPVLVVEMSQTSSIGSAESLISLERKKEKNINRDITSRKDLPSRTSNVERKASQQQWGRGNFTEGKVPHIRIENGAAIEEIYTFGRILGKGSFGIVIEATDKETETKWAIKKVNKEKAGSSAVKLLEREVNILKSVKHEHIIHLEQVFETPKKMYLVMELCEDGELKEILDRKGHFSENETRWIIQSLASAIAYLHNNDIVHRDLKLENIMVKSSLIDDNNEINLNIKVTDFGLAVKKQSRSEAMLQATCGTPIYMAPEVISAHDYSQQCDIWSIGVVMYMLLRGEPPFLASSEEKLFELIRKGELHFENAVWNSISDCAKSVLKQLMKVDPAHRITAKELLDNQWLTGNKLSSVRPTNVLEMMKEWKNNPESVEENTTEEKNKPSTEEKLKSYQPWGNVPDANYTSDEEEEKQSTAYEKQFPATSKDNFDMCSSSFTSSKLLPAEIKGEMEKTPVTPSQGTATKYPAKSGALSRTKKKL
# OX1R antag: blocks the human orexin 1 receptor | 330,000 compounds, 1.8% hits | inhibition, % at 6.6 µM | OX1R-expressing cells, FRET antagonist read-out | AID 485270 | O43613; in the data active = inhibition mostly above about 38%, no sharp cut-off; inactive = mostly below about 40%;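 also: 0% = agonist challenge alone and 100% = reference antagonist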
# Target sequence (O43613 whole entry, looked up): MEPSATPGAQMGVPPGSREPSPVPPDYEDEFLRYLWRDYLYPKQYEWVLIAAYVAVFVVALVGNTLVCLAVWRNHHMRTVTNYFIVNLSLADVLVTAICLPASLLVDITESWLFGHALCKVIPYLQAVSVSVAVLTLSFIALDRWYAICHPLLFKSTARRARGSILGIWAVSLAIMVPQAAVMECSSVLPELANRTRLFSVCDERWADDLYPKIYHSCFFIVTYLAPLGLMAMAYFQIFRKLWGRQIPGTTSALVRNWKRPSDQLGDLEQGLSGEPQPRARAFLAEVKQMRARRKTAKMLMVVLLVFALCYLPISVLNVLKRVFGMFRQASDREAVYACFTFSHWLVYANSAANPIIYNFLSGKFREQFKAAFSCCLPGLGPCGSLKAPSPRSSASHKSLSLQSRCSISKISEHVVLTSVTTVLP
# Numbers without * were called inactive; . = no result given.
compound | STK33 kinase inh | OX1R antag
O=C(Nc1ccc2oc(-c3ccc(Cl)c(Cl)c3)nc2c1)c1ncn[nH]1 | 0.0 | 1.9
N#CC(c1cccc(C(F)(F)F)c1)(c1ncc(C(F)(F)F)cc1Cl)N1CCOCC1 (stereo unspecified) | 0.8 | 3.9
CC(=O)Nc1cccc2c1C(=O)N(c1ccccc1OC(C)=O)C2=O | -1.1 | 16.6
CCOC(=O)/C=C1\SCC(=O)N1CC(=O)NC(C)c1ccccc1 (stereo unspecified) | -0.4 | 13.6
CCN(C(=O)COC(=O)c1cnc(C)cn1)C1CCCCC1 | -1.6 | 11.2
O=S(=O)(c1cccc(-c2nnc(SCc3nc4ccccc4s3)o2)c1)N1CCOCC1 | 0.8 | 7.8
COc1ccc(NC(=O)CCN2CCN(S(=O)(=O)c3cc(Cl)ccc3Cl)CC2)cc1 | -1.7 | 10.8
O=S(=O)(NC1CCCCC1)c1ccc(Cl)s1 | -0.4 | 13.9
Nc1cc(N)cc(-c2nc3ccccc3o2)c1 | 0.9 | 12.7
CCOC(=O)c1c(C)[nH]c(C2=NNC(=NC3CC3)SC2)c1C | 0.8 | 7.7

compound | STK33 kinase inh | OX1R antag
Cn1c(=O)oc2cc(S(=O)(=O)NCCC(=O)NCCc3ccc(Cl)cc3)ccc21 | 0.7 | 9.5
Cc1ccc(C)c(C(=O)CN2Cc3ccccc3C2=O)c1 | 0.0 | 30.6
CN(C(=O)CSc1nncc2ccccc12)c1ccccc1 | 0.3 | 9.7
Cc1cc(C)c(C(N)=O)c(Cl)n1 | 0.3 | 8.8
CCCCn1c(=O)c2c(O)cc(=O)oc2c2ccccc21 | 2.3 | 1.6
COc1ccc(C(C)NC(=O)C2CCCC2)cc1 (stereo unspecified) | -1.6 | 10.8
O=c1c2ccc([N+](=O)[O-])cc2ncn1CCOc1ccc(Cl)cc1 | -1.5 | 30.8
O=C(c1ccccc1)n1nc(-c2ccccc2)nc1NCc1ccco1 | -1.4 | 4.1
COc1cc(C(=O)OCC(=O)c2c[nH]c3ccccc23)ccc1OCC(=O)N1CCOCC1 | 8.0 | 1.4
O=C(O)c1ccc2c(c1)C(=O)N(N1C(=O)c3ccccc3C1=O)C2=O | -0.2 | 8.1

compound | STK33 kinase inh | OX1R antag
C/C(=N\NC(=O)COc1ccc(C)cc1Br)c1cc([N+](=O)[O-])cs1 | -2.2 | 27.3
COc1ccc(/C=C(\C#N)c2n[nH]c(Cn3cncn3)n2)cc1 | -0.3 | 24.4
O=C(Nc1nnc(-c2ccc(Cl)cc2)o1)C1=COCCO1 | -0.8 | 13.7
COC(=O)c1ccccc1N(C)S(=O)(=O)c1cc2c(cc1C)OCC(=O)N2 | 0.7 | 17.7
COc1ccc(C2CC(=O)c3c(C)nc(N4CCN(c5ccccc5)CC4)nc3C2)cc1 (stereo unspecified) | -3.1 | 5.8
CCOC(=O)C1=C(c2ccccc2)N=C2SCC(=O)N2C1c1ccc(O)c(OC)c1 (stereo unspecified) | -1.7 | -3.0
CCOC(=O)COc1ccccc1C1Nc2ccccc2C(=O)N1c1cccc(Cl)c1 (stereo unspecified) | -0.4 | 0.4
COc1ccc(NC(=O)NNC(=O)C(C)Oc2ccc3ccccc3c2)cc1OC (stereo unspecified) | -4.4 | 9.9
CCOP(=O)(OCC)c1nc(-c2ccc(Cl)cc2)oc1NCc1ccccc1 | -5.8 | 23.4
CCOc1cc(/C=C2\SC(N3CCCCC3)=NC2=O)ccc1O | 8.6 | 25.6

compound | STK33 kinase inh | OX1R antag
Cc1onc(-c2c(Cl)cccc2Cl)c1C(=O)NC(=S)Nc1sc2c(c1C(N)=O)CCC(C)C2 (stereo unspecified) | -0.5 | 17.0
Cc1ccc(C(=O)c2c[nH]c(C(=O)NCCCN3CCOCC3)c2)cc1 | 5.4 | 12.1
O=C(COC(=O)c1cccs1)NCCN1C(=O)CSC1=O | -0.2 | 6.8
CC(C)(C)n1nc(-c2ccc(Cl)cc2)c2c(N)ncnc21 | -0.1 | 10.1
O=C(Cc1n[nH]c(=O)c2ccccc12)OCC(=O)N(Cc1ccccc1)Cc1ccccc1 | 2.1 | 12.1
COc1cccc(C(=O)CSc2nnnn2C2CCCCC2)c1 | -2.2 | 9.0
Cc1cc(C(=O)COC(=O)CC2Sc3ccccc3NC2=O)c(C)n1-c1ccc(Br)cc1 (stereo unspecified) | -3.6 | 35.0
COc1ccc(S(=O)(=O)N2CCC3(CC2)OCCN3S(=O)(=O)c2cccs2)cc1 | -1.0 | 16.2
Fc1ccc(NC(=S)NCc2ccccc2Cl)cc1 | 0.0 | 15.2
O=C(Cc1noc2ccccc12)NNC(=S)Nc1ccccc1 | 10.1 | 26.4

compound | STK33 kinase inh | OX1R antag
C=CCn1cc(C(=O)OCC)c(=O)c2ccc(F)cc21 | -0.3 | 8.9
COc1ccc(Cl)cc1NC(=O)NCC1CCN(C(=O)OC(C)(C)C)CC1 | -0.4 | 10.6
CCOc1ccccc1C1C(C#N)=C(N)Nc2onc(-c3ccccc3)c21 (stereo unspecified) | -0.6 | 15.3
O=C(O)C1C2C=CC(C2)C1C(=O)NCc1ccc2c(c1)OCO2 (stereo unspecified) | -0.8 | 16.9
CC(=O)Nc1cccc(Oc2ccc([N+](=O)[O-])cc2Cl)c1 | -0.3 | 13.3
CCN(CC)S(=O)(=O)c1ccc(-c2nnc(SCC(=O)N3c4ccccc4CC3C)o2)cc1 (stereo unspecified) | 1.2 | 10.0
COc1ccc(NC(=S)N(CCCN2CCN(C)CC2)Cc2cccs2)cc1 | -0.2 | 17.4
CC(C)CCNc1nc(N)c([N+](=O)[O-])c(NCC2CCCO2)n1 (stereo unspecified) | 4.4 | 34.4
O=C(COC(=O)CCOc1ccccc1)NCCc1ccccc1 | -0.5 | 2.0
O=c1[nH][nH]cc1C=Nc1cc(Cl)ccc1O | 0.7 | 8.6

compound | STK33 kinase inh | OX1R antag
O=C(Nc1ccc(F)cc1)C1CC2CCC1C2 (stereo unspecified) | -2.3 | 3.8
COc1c2ccoc2nc2c(OC)c(O)ccc12 | 1.1 | 11.6
CCOC(=O)C1=C(C)Nc2sc(C(=O)c3ccc(F)cc3)c(N)c2C1c1ccc(C(=O)OC)cc1 (stereo unspecified) | -1.1 | 36.0
COc1ccc(/C=N/NC(=O)c2ccncc2)cc1[N+](=O)[O-] | . | 41.1
CCN(CC)C(=S)Oc1c(Cl)cccc1Cl | 1.2 | 10.5
CCS(=O)(=O)NCC(c1ccco1)N1CCN(c2ccccc2)CC1 (stereo unspecified) | -0.5 | 7.9
COc1ccccc1CNS(=O)(=O)c1c(C(=O)N2CCCCC2)c(C)n(C)c1C | -0.8 | 1.3
Cc1c(NC(=O)c2ccc3nsnc3c2)cccc1[N+](=O)[O-] | 0.9 | 18.8
COc1ccc(C(=O)Nc2cc(=O)[nH]c3ncnn23)cc1 | 0.1 | 19.8
COc1ccc(C(=O)NNC(=O)C2CCCN(C3CC(=O)N(c4ccccc4)C3=O)C2)cc1 (stereo unspecified) | -3.3 | 8.4

compound | STK33 kinase inh | OX1R antag
CCC(C(=O)OCCOCCN(CC)CC)c1ccccc1 (stereo unspecified) | -1.4 | 3.0
Cn1c(-c2ccncc2)nc2ccccc21 | -3.8 | 9.4
N#CCCCSc1nnc(-c2ccccn2)o1 | 1.2 | 3.2
Cn1c(Cc2ccc3c(c2)OCO3)nnc1SCC(=O)NC1CCCC1 | -1.3 | -11.4
O=C1C(=O)N(c2ccccn2)C(c2cccc([N+](=O)[O-])c2)/C1=C(/O)c1ccc(Br)cc1 (stereo unspecified) | -1.4 | 10.2
COc1cc2c(cc1OC)CN(C(=O)c1ccc(N3CCCC3)c([N+](=O)[O-])c1)CC2 | -1.9 | 25.7
N#Cc1nc(-c2ccccc2Cl)oc1NCC1CCCO1 (stereo unspecified) | -0.4 | 6.9
CCn1ccnc1CN1CCCCC1C(=O)Nc1ccc(Oc2cccnc2)cc1 (stereo unspecified) | -1.4 | 7.3
O=C(c1cccc(-c2ccccc2)c1)N1CC[C@@H](N2CCC(O)CC2)[C@H](O)C1 | 0.3 | 7.5
CCCn1c(N)c(N(CCOC)C(=O)c2cc(-c3ccco3)nc3ccccc23)c(=O)[nH]c1=O | -2.4 | 3.8

compound | STK33 kinase inh | OX1R antag
O=C(NCc1ccon1)c1ccc(OC2CCN(CCc3ccccc3)CC2)cc1 | -0.4 | 14.1
COc1ccccc1NC(=O)c1oc2ccccc2c1NC(=O)c1cc(OC)c(OC)c(OC)c1 | 0.1 | 8.3
COc1ccc(C(=O)N2CCCC(N3CCN(c4ccccc4OC)CC3)C2)c(OC)n1 (stereo unspecified) | -0.3 | 11.1
CCN(C(=O)COC(=O)c1ccc([N+](=O)[O-])o1)c1cccc2ccccc12 | 0.3 | 12.1
O=C(O)C1CCCCC1C(=O)Nc1cccc2ccccc12 (stereo unspecified) | -0.5 | 6.1
O=C(Nc1cccc(C(=O)N2CCOCC2)c1)c1ncn[nH]1 | 1.4 | 6.5
CCCCc1cc(=O)oc2cc(C)cc(OCc3nn[nH]n3)c12 | 0.7 | -0.1
CC(C)C1=CC(=NS(=O)(=O)c2cccc([N+](=O)[O-])c2)C=C(C(C)C)C1=O | -0.6 | 67.2
CCn1c(C)cc(O)c(C(=O)Nc2cccc(Cl)c2)c1=O | 0.4 | 2.6
C=CCSc1ccc(S(=O)(=O)N2CCN(C)CC2)cn1 | 0.6 | 3.4

# Values in the order: STK33 kinase inh | OX1R antag
Cc1ccccc1Cn1nnc(C(=O)Nc2ccc3c(c2)OCCO3)c1N
    . | 26.6
Cc1ccc2c(c1)N=C(c1ccc(Cl)cc1)CO2
    0.0 | 19.8
O=C(Cn1cccc1C(=O)c1ccccc1)NCCN1CCOCC1
    -3.3 | 4.7
Cc1ccc(CN2CCN(CC(C)C)C(CCO)C2)s1 (stereo unspecified)
    0.2 | 4.4
Cc1ccc(C(=O)NCCCNC(=O)COc2ccc(C)c(C)c2)cn1
    0.1 | 7.5
COC(=O)NNC(=O)COc1ccc(Br)c(C)c1
    -1.7 | 0.2
CCC(=O)c1cc2c(cc1NC(=O)c1ccc(C)cc1)OCCO2
    0.0 | 6.7
COc1ccc(NC(=O)C(NS(=O)(=O)c2ccc3c(c2)CCCN3C(C)=O)C(C)C)c(OC)c1 (stereo unspecified)
    0.3 | 15.0
O=C(N[C@@H]1c2ccccc2CC[C@@H]1OCc1ccccc1)c1ccc(-c2ccccc2)cc1
    . | 2.6
CCN(CC)CCNC(=S)Nc1ccc2nc(N3CCOCC3)cc(C)c2c1
    0.2 | 21.4
O=C(O)c1cc(-c2ccc(N3CCOCC3)cc2)nn1-c1ccccc1Cl
    -1.5 | 24.1
Cc1ccccc1NC(=O)Cc1nc(COC(=O)c2cc(Cl)ccc2O)cs1
    -0.7 | 23.8
O=C(Oc1ccccc1Cl)c1ccc2c(=O)n3c(nc2c1)CCC3
    -0.7 | 13.2
Cn1cc(C(=O)NC2CCCCC2)c(=O)c2cc(S(=O)(=O)N3CCOCC3)ccc21
    0.7 | 1.2
CCOC(=O)c1nc(NCc2ccccc2)sc1C
    -2.9 | -5.5
OCCCC1CCCN(Cc2cn[nH]c2-c2ccc(F)cc2F)C1 (stereo unspecified)
    -1.5 | 9.6
CNS(=O)(=O)c1cccc(C(=O)OCC(=O)c2ccc3[nH]c(=O)[nH]c3c2)c1
    1.1 | 3.5
Cn1c(=O)c(C(=O)CN2CCCCC2)c(N)n(Cc2ccccc2)c1=O
    -2.0 | 11.9
O=C(COc1ccc2oc3c(c2c1)CCCC3)Nc1ccccn1
    1.5 | 63.6
COc1cccc(Nc2c3c(nc4c(-c5ccccc5)c(C)nn24)CCC3)c1
    -0.3 | 2.9

# Values in the order: STK33 kinase inh | OX1R antag
CCOc1ccc(NC(=O)NCc2ccco2)cc1
    -1.2 | 18.4
CCCn1nnnc1SCC(=O)N1C(C)CCCC1C (stereo unspecified)
    3.0 | 9.8
CC1(c2ccc3ccccc3c2)NC(=O)N(CC(=O)O)C1=O (stereo unspecified)
    -1.1 | 7.5
CSS(=O)(=O)c1cccc2cccnc12
    -0.9 | 3.2
NC(=O)CC(NC(=O)c1ccccc1)c1ccc(N2CCCCCC2)c([N+](=O)[O-])c1 (stereo unspecified)
    -0.3 | 28.6
COC(=O)c1sccc1NC(=S)N(C)C1CCCCC1
    -0.1 | 12.6
Cc1cc(C)cc(NC(=O)c2ccccc2CC[N+](=O)[O-])c1
    -0.4 | 25.2
Cc1cc(C)c(OCC(=O)NCC(C)(C)N2CCOCC2)c(C)c1
    -0.7 | 12.0
COc1ccc(C(=O)Nc2cc(C(=O)c3ccccc3)c(C)oc2=O)cc1
    -2.1 | 7.5
Cc1ccc2c(c1)c1c3n2CCN(CC#N)C3CCC1 (stereo unspecified)
    -3.3 | 24.0
COc1cc(OC)c2c(-c3cccc(-c4cccc(N)c4)c3)cc(=O)oc2c1
    . | 7.1
CCOC(=O)c1nnn2c1nc(N1CCN(c3ccccc3)CC1)c1ccccc12
    -0.3 | 3.9
COc1ccc(C(c2c(N)[nH]c(=S)[nH]c2=O)c2c(N)[nH]c(=S)[nH]c2=O)cc1
    0.2 | 2.5
O=C(Cc1ccccc1)NNC(=O)C1CCN(c2ncccn2)CC1
    0.6 | 10.2
CSc1ccc(CN(C)CC(=O)NC(=O)NC(C)(C)C)cc1
    -3.4 | 23.2
CCOc1ccc(N/C=C/C(=O)c2ccc(OC)c(OC)c2)cc1
    -1.7 | -6.2
CCOc1ccc(CNC(=O)CCCC(=O)n2ncc3cc(C)ccc32)cc1
    -0.9 | 1.5
COc1cc(/C=N/NC(=O)c2csc3c2CCCC3)cc(OC)c1O
    -2.2 | 29.4
COc1ccc(CNC(=O)COC(=O)c2cc(-c3cccs3)nc3ccccc23)cc1OC
    -0.4 | 47.9*

# 5 records picked at random from the list so far:
# Values in the order: STK33 kinase inh | OX1R antag
COc1ccc(NC(=O)NNC(=O)C(C)Oc2ccc3ccccc3c2)cc1OC (stereo unspecified)
    -4.4 | 9.9
Cc1ccc(C(=O)c2c[nH]c(C(=O)NCCCN3CCOCC3)c2)cc1
    5.4 | 12.1
O=C(O)c1ccc2c(c1)C(=O)N(N1C(=O)c3ccccc3C1=O)C2=O
    -0.2 | 8.1
COc1cc(/C=N/NC(=O)c2csc3c2CCCC3)cc(OC)c1O
    -2.2 | 29.4
O=c1c2ccc([N+](=O)[O-])cc2ncn1CCOc1ccc(Cl)cc1
    -1.5 | 30.8
